HTT aggregate: qHTS Multiplex Assay to Identify Dual Action Probes in a Cell Model of Huntington: Aggregate Formation (GFP); PC12 HttQ103-GFP aggregates, Acumen cytometry, 40 h; Potency, µM (highest dose often 46.1 µM), for inactives: at the top dose activity change, negative = inhibition, most hits filed as inhibitors; actives 1.1% (n = 220,000); AID 1688, 2009; note: potency is the fitted concentration of half-maximal effect; % is set by controls: 0 for no effect and ±100 for the full control effect; nearly all actives have a fitted effect of over 60% in size
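Steps: seed 1500 PC12 HTTQ103-GFP cells/well; add tebufenozide, 100 nM final; add compound titration; add ATPLite reagent; quantify GFP aggregates by laser scanning cytometry.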
KinaseGlo FLuc: Counterscreen for Luciferase (Kinase-Glo TM) Inhibition; Luciferin 4-monooxygenase (Photuris pensylvanica), Q27757; Kinase-Glo luciferase, ATP luminescence, 8 min; Potency, µM (highest dose often 38.3 µM), for the others: top-dose activity change, negative = inhibition, actives largely listed as inhibitors; actives 0.28% (n = 200,000); AID 1379, 2008; note: potency is the fitted concentration of half-maximal effect; % is set by controls: 0 for no effect and ±100 for the full control effect; nearly all actives have a fitted effect of over 60% in size
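Luminescence was the read-out, taken after 8-minute incubation at ambient temperature. Luciferase turned over luciferin with 10 uM ATP in imidazole pH 7.2 buffer containing KCl, MgCl2, Tween 20 and BSA.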
L3MBTL1 inh: qHTS Assay for the Inhibitors of L3MBTL1. AlphaScreen L3MBTL1–H3K9me1 peptide binding. Potency, µM (top dose mostly 57.1 µM), inactives show at the highest dose activity, negative = inhibition, most hits filed as inhibitors. Lethal(3)malignant brain tumor-like protein 1 (Homo sapiens), Q9Y468. actives 0.66% (n = 230,000); note: potency is the fitted concentration of half-maximal effect; % is set by controls: 0 for no effect and ±100 for the full control effect; nearly all actives have a fitted effect of over 60% in size
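First, the protein-peptide complex forms for 30 min at room temperature (L3MBTL1 50 nM, biotinylated H3K9me1 peptide 75 nM). Next, compounds are pin-transferred and incubated 30 min. Finally, AlphaScreen beads are added and read after 30 min.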
NPSR antag: qHTS Assay for Antagonists of the Neuropeptide S Receptor: cAMP Signal Transduction. CHO-NPSR cells, cAMP TR-FRET, antagonist mode. Potency, µM (highest dose often 38.3 µM), without a hit: at the highest dose activity change, negative = inhibition, usual class: inhibitors. actives 1% (n = 220,000). AID 1461, 2008; note: potency is the fitted concentration of half-maximal effect; % is set by controls: 0 for no effect and ±100 for the full control effect; nearly all actives have a fitted effect of over 50% in size; many of its hits are not listed in these tables
Target sequence (Q6W5P4 whole entry, looked up): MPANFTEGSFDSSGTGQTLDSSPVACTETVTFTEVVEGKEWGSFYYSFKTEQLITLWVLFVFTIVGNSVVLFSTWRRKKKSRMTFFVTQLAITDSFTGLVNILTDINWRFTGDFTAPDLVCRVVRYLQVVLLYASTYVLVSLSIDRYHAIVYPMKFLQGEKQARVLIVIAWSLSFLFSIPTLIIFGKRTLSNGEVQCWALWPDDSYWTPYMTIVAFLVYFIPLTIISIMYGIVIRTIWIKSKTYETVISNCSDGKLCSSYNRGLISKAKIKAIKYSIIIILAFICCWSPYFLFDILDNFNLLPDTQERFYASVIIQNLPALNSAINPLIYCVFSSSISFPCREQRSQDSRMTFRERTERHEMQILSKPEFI
IMPase Li cell: qHTS Assay for Identifying the Cell-Membrane Permeable IMPase Inhibitors: Potentiation with Lithium. CHO-M1 cells, IP1 TR-FRET (IP-One), carbachol + lithium. Potency, µM (doses to about 59.4 µM), for the others: top-dose activity, negative = IMPase inhibition, most hits filed as inhibitors. actives 0.35% (n = 210,000). AID 1457, 2008;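 note: IP1 builds up when IMPase is blocked and the TR-FRET signal falls; potency is the fitted concentration of half-maximal effect; plate controls were basal vehicle for no effect and high inhibitor control for full effect; nearly all actives have a fitted effect of over 50% in size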
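IP1 accumulation measured by competitive TR-FRET in lysed CHO-M1 cells after 30 min compound exposure at 37C, with a small lithium addition to potentiate weak responses. Hill-equation AC50 from ratio and donor-channel data.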
CBFb-RUNX1 inh: qHTS Assay for Compounds Blocking the Interaction Between CBF-beta and RUNX1 for the Treatment of Acute Myeloid Leukemia. Runt-related transcription factor 1 (Homo sapiens) + Core-binding factor subunit beta …. AlphaScreen CBFb-His/RUNX1-biotin binding, biochemical. Potency, µM (highest dose often 59.8 µM), for the others: at the highest dose activity, negative = inhibition, most hits filed as inhibitors. 230,000 tested, under 10 active. AID 1477, 2009; note: % of control where 0% means no effect
Target sequence (Q01196 whole entry, looked up): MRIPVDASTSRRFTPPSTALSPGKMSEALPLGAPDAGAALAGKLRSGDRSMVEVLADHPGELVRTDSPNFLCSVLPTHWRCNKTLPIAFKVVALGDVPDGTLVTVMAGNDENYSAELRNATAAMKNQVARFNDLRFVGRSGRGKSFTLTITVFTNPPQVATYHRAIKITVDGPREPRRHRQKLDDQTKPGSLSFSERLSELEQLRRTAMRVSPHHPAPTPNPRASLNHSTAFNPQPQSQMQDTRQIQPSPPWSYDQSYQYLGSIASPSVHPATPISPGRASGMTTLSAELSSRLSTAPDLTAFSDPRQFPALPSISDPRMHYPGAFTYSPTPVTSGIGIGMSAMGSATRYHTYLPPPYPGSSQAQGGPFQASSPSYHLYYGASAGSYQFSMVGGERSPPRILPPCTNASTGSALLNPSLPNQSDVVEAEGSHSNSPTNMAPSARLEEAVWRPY
Target sequence (Q13951 whole entry, looked up): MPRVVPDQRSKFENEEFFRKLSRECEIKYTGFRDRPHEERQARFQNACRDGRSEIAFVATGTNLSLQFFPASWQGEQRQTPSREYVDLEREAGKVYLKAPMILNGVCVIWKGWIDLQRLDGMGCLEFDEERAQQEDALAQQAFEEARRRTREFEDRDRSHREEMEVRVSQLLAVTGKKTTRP
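AlphaScreen proximity signal reports loss of binding between His-tagged CBF-beta and biotin-labelled RUNX1, each at 30 nM. Proteins are pre-associated for 20 minutes, compounds added for 15 minutes, then beads for 90 minutes, all at ambient temperature.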
Epigenetic derep: Quantitative High-Throughput Screen for Regulators of Epigenetic Control | murine LDR cells, GFP reporter derepression, 30 h | Potency, µM (doses to about 53.9 µM), inactives show top-dose GFP activation, most hits filed as activators | actives 0.2% (n = 280,000) | AID 1865, 2009; note: potency is the fitted concentration of half-maximal effect; % of control where 0% means no effect; nearly all actives have a fitted effect of over 60% in size
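Murine LDR cells carrying a silenced, genomically integrated CMV-driven GFP reporter were exposed to compound for 30 hours at 37 C. After PBS washes, GFP-positive cells (20–120 um objects) were counted by laser-scanning microplate cytometry.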
Starred values were filed as active, the others as inactive; ? = inconclusive; . = not tested or not shown; [ ] = remark or other dose. Calls come from the whole dose curve; as a rule, active = well fitted curve in the direction sought with a large enough effect; inconclusive = small, poorly fitted or top-dose-only effect, or another doubt; inactive = no such curve, though single readings can be large; an effect the other way counts as inactive or inconclusive.

SMILES	HTT aggregate	KinaseGlo FLuc	L3MBTL1 inh	NPSR antag	IMPase Li cell	CBFb-RUNX1 inh	Epigenetic derep
CCOC(=O)N1CCN(c2ncnc3c2oc2nc(C(C)C)c4c(c23)CCC4)CC1	2%	-4%	4%	-8%[46.1 µM]	0%[38.3 µM]	-1%	1.2%
C=CC(=O)NCCCc1cc(C(C)(C)C)c(O)c(C(C)(C)C)c1	12%	-1%	3%	-49%	-2%	4%	0.0%
Cc1cccc(OC(=O)CCN2C(=O)C3C4C=CC(C5CC45)C3C2=O)c1C (stereo unspecified)	-13%	-1%	5%	-8%	-5%	20%	-0.6%
CCOC(=O)/C(=N\Nc1ccc(Br)cc1)N1CC(C)OC(C)C1 (stereo unspecified)	-2%[9.22 µM]	.	.	-26%	.	3%	0.1%
Nc1nc(SCn2nnc3ccccc3c2=O)n[nH]1	?	0%	6%	7%	0%	5%	3.4%
Cc1ccc(OC(=O)c2ccccc2C(=O)OCC(F)(F)C(F)F)cc1	10%	-1%	.	?	23%[38.3 µM]	-1%	-1.0%
CCOC(=O)Cn1c(=N)n(CCOc2cccc(C)c2)c2ccccc21	-23%	1%	7%	0%[46.1 µM]	2%	5%	0.0%
Cc1ccc(Nc2nc(-c3sc(NC(=O)c4ccc([N+](=O)[O-])cc4)nc3C)cs2)cc1	20%	-2%	-10%	-18%[46.1 µM]	11%[38.3 µM]	-17%	3.2%
O=C(Nc1nc(-c2ccc3c(c2)OCO3)cs1)C1CC1	-5%	1%	-1%	-9%[46.1 µM]	28%[38.3 µM]	-9%	-0.8%
COc1cccc(NC(=O)COC(=O)Cc2ccccc2[N+](=O)[O-])c1	2%	2%	-1%	-10%	-1%	1%	2.5%
O=C(CCc1nnc(CCC2CCCCC2)o1)NCCc1cccnc1	-5%[9.22 µM]	-3%	10%	-20%	12%	4%	1.8%
Cc1nc(N)sc1C(=O)N1N=N1	-10%[9.22 µM]	.	2%	-30%	.	1%	0.9%
Cc1ccc(-n2nc(C)c(C(=O)O)n2)c(C)c1	5%	.	7%	-2%[46.1 µM]	.	?	-0.9%
Cc1ccc(NS(=O)(=O)c2ccc(OCC(=O)NCc3ccncc3)cc2)cc1	-16%	3%	7%	13%	3%	-2%	2.1%
C1CCN(CCCNC2C3CC4CC(C3)CC2C4)C1 (stereo unspecified)	-4%	2%	-2%	7%[46.1 µM]	15%	-1%	1.1%
CN1/C(=C\C(=O)Nc2ccc(Cl)cc2)C(C)(C)c2ccccc21	-9%	3%	-12%	-22%	6%	-10%	1.0%
COc1ccccc1Nc1nc(N)nc(CSC(=S)N2CCOCC2)n1	-11%[9.22 µM]	.	-1%	-7%	.	0%	0.0%
COc1cccc(-c2ccc(SCC(=O)N3CCc4ccccc43)nn2)c1	2%	1%	3%	-12%	4%	1%	-0.1%
COc1ccc(S(=O)(=O)N2CCOC2CNC(=O)C(=O)NCc2ccco2)cc1C (stereo unspecified)	-32%[9.22 µM]	.	.	7%	.	-5%	-1.8%
CCC1OC23CCCCC2C(C#N)(C(=N)O3)C1(C#N)C#N (stereo unspecified)	9%	-3%	7%	-17%[46.1 µM]	-5%[38.3 µM]	-3%	-0.9%
Cc1ccc(C)c(N2CCN(CC(=O)Nc3ccc4[nH]c(=O)[nH]c4c3)CC2)c1	21%	1%	27%	-4%[46.1 µM]	12%	-1%	-1.0%
Cc1nc(-c2ccccc2)sc1-c1nnc(C2CC2)o1	-11%[9.22 µM]	.	33%[activator]	19%	.	6%	4.1%
CC(=O)c1ccc(N2CCN(C(=O)c3ccc4c(=O)n(-c5ccccc5)c(=O)[nH]c4c3)CC2)cc1	-1%	2%	?	-5%	4%	-5%	1.0%
CCOC(=O)N1CCC(N2CCN(c3cc(C)ccc3C)CC2)CC1	-30%	-2%	.	-7%[46.1 µM]	4%[38.3 µM]	-2%	-13%
O=C(CSc1nc2ccc(Nc3nc(N4CCOCC4)nc(N4CCOCC4)n3)cc2s1)N1CCOCC1	-8%	2%	7%	6%	5%	0%	0.0%

Look-ups from the list.
`CCOC(=O)N1CCC(N2CCN(c3cc(C)ccc3C)CC2)CC1` in IMPase Li cell is entered as 4%[38.3 µM]
`COc1ccc(S(=O)(=O)N2CCOC2CNC(=O)C(=O)NCc2ccco2)cc1C` (stereo unspecified) in Epigenetic derep is entered as -1.8%
`Cc1nc(-c2ccccc2)sc1-c1nnc(C2CC2)o1` in L3MBTL1 inh is entered as 33%[activator]
`Cc1ccc(-n2nc(C)c(C(=O)O)n2)c(C)c1` in L3MBTL1 inh is entered as 7%

3 of the entries above in order of their number in Epigenetic derep, ascending:
Compound,Epigenetic derep
O=C(Nc1nc(-c2ccc3c(c2)OCO3)cs1)C1CC1,-0.8%
COc1cccc(-c2ccc(SCC(=O)N3CCc4ccccc43)nn2)c1,-0.1%
CCOC(=O)N1CCN(c2ncnc3c2oc2nc(C(C)C)c4c(c23)CCC4)CC1,1.2%

New compounds follow.
SMILES	HTT aggregate	KinaseGlo FLuc	L3MBTL1 inh	NPSR antag	IMPase Li cell	CBFb-RUNX1 inh	Epigenetic derep
CC(C)CCNC1=CC(=O)CC(c2ccccc2)C1 (stereo unspecified)	11%	1%	5%	5%	4%	-2%	-1.6%
O=C1N(Cc2ccc(F)cc2Cl)c2ccccc2C12OCCCO2	-4%[9.22 µM]	4%	.	-13%[46.1 µM]	11%[38.3 µM]	12%	-0.2%
CCN(CCO)Cc1csc2ccccc12	-5%	0%	9%	16%	-3%	2%	-0.9%
O=C(CSc1nnc2ccccn12)N1CCOCC1	11%	1%	4%[11.4 µM]	-2%[46.1 µM]	12%[38.3 µM]	9%	0.0%
C=CCn1c(SCc2nc3ccccc3[nH]2)nnc1-c1ccccn1	-9%	-4%	-5%[11.4 µM]	7%[46.1 µM]	20%[38.3 µM]	8%	0.0%
O=C(Cc1c(O)c2ccccc2[nH]c1=O)NCc1cccc(F)c1	25%[9.22 µM]	-4%	7%	8%[46.1 µM]	-22%[38.3 µM]	0%	-0.4%
CCC(CC)C(=O)Nc1cc(=O)n(C)c(=O)n1C	19%	4%	.	-15%[46.1 µM]	5%[38.3 µM]	4%	-0.7%
COc1ccc(C(=O)Nc2ccccc2-c2nnn(CC(=O)Nc3ccc4c(c3)OCCO4)n2)cc1	-21%	1%	4%	-1%[46.1 µM]	4%	5%	14%
Cc1cccc(OCC(=O)Nc2nnc(-c3ccco3)s2)c1	?	2%	-14%	-13%	-21%	-3%	-0.9%
Cc1ccc(C2=[N+]([O-])C3(CCCCC/C3=N\O)N(O)C2(C)C)o1 (stereo unspecified)	-5%	-3%	.	-8%[46.1 µM]	25%[38.3 µM]	3%	-1.0%
COc1cc(C(=O)NCC(=O)N/N=C(C)\C=C\c2ccccc2)cc(OC)c1OC	16%	11%	.	1%	-6%	4%	-4.1%
CCCCCCOC(=O)C1=C(C)NC(=O)NC1c1ccc(O)cc1 (stereo unspecified)	-20%	-1%	.	-10%[46.1 µM]	1%[38.3 µM]	-4%	-0.2%
Cn1c(-n2c(-c3ccco3)nc3ccccc3c2=O)nc2ccccc21	0%	-6%	3%	-18%[46.1 µM]	-20%[38.3 µM]	0%	-1.1%
O=C(OC1CCOC1=O)c1cccc(S(=O)(=O)Nc2cccc(Cl)c2)c1 (stereo unspecified)	-1%	-1%	4%	12%	3%	-19%	-0.9%
O=C(c1ccccc1)[C@@H]1[C@@H](C(=O)c2ccc(F)cc2)[C@@]2(C(=O)Nc3ccccc32)[C@H]2c3ccccc3C=CN12	?	.	-8%	?	.	1%	0.7%
O=C(O)CC(Cc1ccc(Cl)cc1)C(=O)NCc1ccccc1 (stereo unspecified)	-1%	2%	7%	-2%[46.1 µM]	-4%	3%	1.0%
C=CCNC(=S)N1CCc2c([nH]c3ccccc23)C1C (stereo unspecified)	-4%	-2%	-27%	-19%	6%	-15%	1.2%
N/C(=N\OC(=O)C12CC3CC(CC(C3)C1)C2)c1ccccn1	11%	1%	7%	11%	-4%	3%	0.0%
Cn1c(CCc2nc3ccccc3[nH]2)nnc1SCC#N	26%[9.22 µM]	2%	48%[activator]	36%	19%	?	0.0%
COc1ccc2cc(CN(CC3CCCO3)C(=O)Nc3ccccc3OC)c(=O)[nH]c2c1 (stereo unspecified)	-12%[9.22 µM]	-1%	12%	-1%	4%	3%	2.1%
Cc1ccc(O)c(CCc2ccc(O)cc2)n1	-11%[9.22 µM]	1%	13%	-20%	8%	-1%	-0.3%
NC(=S)N=Nc1c(O)n(Cc2ccc(F)cc2)c2ccccc12	34%	.	-1%	?	.	-1%	?
CCn1c(SCc2cccnc2)nnc1-c1c[nH]c2ccccc12	-28%	-5%	.	25%[46.1 µM]	0%[38.3 µM]	-1%	-1.2%
Cc1nc(/N=C(\N)N(C)C)[nH]c(=O)c1C	-16%[9.22 µM]	.	.	12%	.	6%	0.0%
O=C(CCSCCC(=O)Nc1c(F)c(F)c(F)c(F)c1F)Nc1c(F)c(F)c(F)c(F)c1F	18%	-3%	3%	0%	3%	4%	-0.8%
Carrying on.
SMILES	HTT aggregate	KinaseGlo FLuc	L3MBTL1 inh	NPSR antag	IMPase Li cell	CBFb-RUNX1 inh	Epigenetic derep
O=C(C1=C[C@@H](c2coc3ccccc3c2=O)C[C@@H](OCCCCO)O1)N1CCOCC1	7%[9.22 µM]	.	14%	-19%	1%	?	?
O=S1(=O)CCN(Cc2cccc(Cl)c2)CC1	-12%	0%	-5%	-5%[46.1 µM]	5%[38.3 µM]	5%	0.0%
N#CCCCSC1=C(C#N)C(c2ccccc2Cl)CC(=O)N1 (stereo unspecified)	-5%	1%	2%	?	8%[38.3 µM]	4%	0.7%
COc1ccc(C(=O)Oc2ccc3c(-c4ccc(OC)cc4)cc(=O)oc3c2)cc1	.	-11%	.	.	3%	-5%	4.5%
COc1ccc2c(c1)O/C(=C\c1sccc1C)C2=O	-9%	-16%	6%	13%	9%	1%	3.0%
Cn1c(=O)cc(OCCCC(=O)N2CCN(c3ccccc3)CC2)c2ccccc21	?	2%	-3%	-16%[46.1 µM]	8%[38.3 µM]	-9%	-1.7%
O=C(CNC(=O)c1ccc(Br)cc1)NCC(=O)OCc1ccc(Cl)cc1	17%	3%	2%	3%	4%	6%	-1.3%
CCC(C)(C)C1CCC(=NNC(=S)Nc2ccccc2)CC1 (stereo unspecified)	?	0%	.	-23%	10%	-7%	-0.5%

Source: PubChem BioAssay

This is a subset (hit frequency here may not be typical).
